Bioassay records from PubChem.
proKLK7 act: activates the human kallikrein-7 zymogen | P49862 | purified proKLK7, EDANS-DABCYL substrate fluorescence; 100% is mature enzyme control, 0% vehicle | activation, % at 7 µM | 370,000 tested, 0.9% active | AID 652039;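 active means activation above the mean of all tested compounds plus 3 SD, computed per campaign excluding outliers beyond control limits, cut at about 13% in these data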
ASAP1 inh: ASAP1 ArfGAP inhibition; Q9ULH1; ASAP1-stimulated ARF1 GTP hydrolysis, GDP FP detection; inhibition, % at 16.5 µM; 360,000 tested, 0.19% active; AID 624377; in the data active means inhibition above about 25%;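 further: 0% = vehicle with enzyme and substrate and 100% = no enzyme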
DDE Tn7 FP inh: inhibitors of Tn7 peptide binding to human fibrin DD(E). FP displacement of FITC-Tn7 peptide from fibrin DD(E); 0% = median of compound wells per plate. inhibition, % at 8.3 µM. 370,000 tested, 0.13% active;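 active means inhibition above the mean of compounds falling within the control limits plus 3 SD of them, cut at about 14% in these data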;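 further: 0% = plate median of compound wells and 100% = 10 µM Aha-Tn7 peptide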
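assay system = human clot-derived fibrin DD(E) complex | quantity = Fibrin-DD(E) at 2 µM final | timing = 10 min preincubation, 3 h with tracer, room temperature | signal = fluorescence polarization | measure = percent inhibition | benchmarks = high control wells with 10 µM unlabelled Aha-Tn7 peptide (full inhibition) | replicates = singlicate testing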
PLCg1 inh: inhibitors of human phospholipase C gamma1; 370,000 tested, 0.84% active; purified PLC-gamma1, fluorogenic substrate, fluorescence; inhibition, % at 12.2 µM; in the data active means inhibition above about 9.5%
ARFGAP1 inhibitor: rat ARFGAP1 inhibition; Q62848; Arfgap1-stimulated ARF1 GTP hydrolysis, GDP FP detection; 360,000 tested, 0.26% active; inhibition, % at 16.5 µM;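 active means inhibition above a per-plate limit, mean inhibition of low control wells plus 3 SD, cut at about 25% in these data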;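 further: 0% = DMSO wells with enzyme and 100% = wells lacking Arfgap1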
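system = rat Arfgap1 catalytic domain, aa 1-136 | technique = FP, GDP Alexa 633 tracer displaced from anti-GDP antibody, 620/688 nm | compound = one concentration, 16.5 µM, DMSO 1.26% | medium = HEPES-based buffer, pH 7.5 | timing = compound-enzyme preincubation 20 min, reaction 120 min, detection 60 min, 25 °C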
Tn6 DDE FP: inhibitors of Tn6 peptide binding to human fibrin DD(E); P02675; Fibrin DD(E) TRITC-Tn6 fluorescence polarization displacement; inhibition, % at 8.3 µM; 370,000 tested, 0.21% active; AID 720509;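 active means inhibition above a per-campaign cutoff: mean of compounds within control limits plus 3 SD, cut at about 15% in these data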;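 further: 0% = median of all compound wells on the plate and 100% = blocking peptide control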
UHRF1 MBD2 ctr: blocks human UHRF1 binding to methylated DNA. UHRF1 binding to methylated oligo, TR-FRET. 370,000 tested, 0.75% active. inhibition, % at 4.4 µM; in the data active means inhibition above about 21%;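 further: UHRF1 SRA domain binding a hemimethylated CpG hairpin DNA probe; 0% = median of test compound wells and 100% = reference inhibitor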
MBD2 inh: blocks human MBD2 binding to methylated DNA; TR-FRET, MBD2 binding to methylated oligonucleotide; inhibition, % at 4.4 µM; 370,000 tested, 0.31% active; AID 686964; in the data active means inhibition above about 13%
PLCb3 inh: inhibitors of human phospholipase C beta3; Q01970; Purified PLC-beta3, fluorogenic substrate, fluorescence; inhibition, % at 12.2 µM; 370,000 tested, 0.18% active; AID 720704; in the data active means inhibition above about 11%;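 further: 0% = median of compound wells on plate and 100% = full blocker control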
Target sequence (Q01970 whole entry, looked up): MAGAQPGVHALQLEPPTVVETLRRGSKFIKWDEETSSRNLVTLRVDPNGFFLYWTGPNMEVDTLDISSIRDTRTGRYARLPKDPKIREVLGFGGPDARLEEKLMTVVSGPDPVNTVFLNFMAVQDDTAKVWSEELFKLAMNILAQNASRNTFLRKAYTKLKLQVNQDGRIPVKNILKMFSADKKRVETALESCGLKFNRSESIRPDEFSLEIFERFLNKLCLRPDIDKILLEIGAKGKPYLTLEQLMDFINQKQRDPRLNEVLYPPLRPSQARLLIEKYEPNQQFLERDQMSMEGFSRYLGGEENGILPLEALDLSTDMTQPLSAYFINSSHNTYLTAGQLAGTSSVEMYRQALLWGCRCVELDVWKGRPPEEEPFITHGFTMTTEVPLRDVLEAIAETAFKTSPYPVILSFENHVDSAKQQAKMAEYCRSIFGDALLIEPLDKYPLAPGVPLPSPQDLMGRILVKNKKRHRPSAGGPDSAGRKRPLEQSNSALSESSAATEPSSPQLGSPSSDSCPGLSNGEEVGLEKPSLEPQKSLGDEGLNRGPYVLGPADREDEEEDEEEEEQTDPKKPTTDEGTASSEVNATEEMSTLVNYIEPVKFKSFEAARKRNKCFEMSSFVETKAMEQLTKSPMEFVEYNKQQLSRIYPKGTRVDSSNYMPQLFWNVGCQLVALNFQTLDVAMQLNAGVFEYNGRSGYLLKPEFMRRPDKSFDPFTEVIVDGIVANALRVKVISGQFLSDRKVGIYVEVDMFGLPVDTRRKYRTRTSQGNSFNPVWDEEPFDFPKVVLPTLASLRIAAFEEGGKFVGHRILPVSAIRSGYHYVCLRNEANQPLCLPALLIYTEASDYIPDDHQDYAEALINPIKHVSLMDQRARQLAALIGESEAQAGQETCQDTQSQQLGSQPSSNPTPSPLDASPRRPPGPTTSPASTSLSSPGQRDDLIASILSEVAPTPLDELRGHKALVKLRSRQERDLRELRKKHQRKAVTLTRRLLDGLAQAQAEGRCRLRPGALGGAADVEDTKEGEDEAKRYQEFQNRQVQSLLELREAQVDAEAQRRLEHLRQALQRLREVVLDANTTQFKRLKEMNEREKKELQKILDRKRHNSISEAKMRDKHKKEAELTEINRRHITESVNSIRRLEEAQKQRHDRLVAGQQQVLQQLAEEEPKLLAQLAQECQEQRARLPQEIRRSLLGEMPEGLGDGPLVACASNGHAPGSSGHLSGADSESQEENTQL
ADAM17 inh: inhibits human ADAM17. recombinant ADAM17, EDANS/DABCYL FRET peptide cleavage. inhibition, % at 6.95 µM. AID 720648. 370,000 tested, 0.83% active. P78536;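 active means inhibition above the mean of compounds lying between control limits plus 3 SD, set per campaign, cut at about 8.5% in these data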;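 further: 0% = DMSO-only wells as the low control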
Starred values were filed as active, the others as inactive; x = no result given.

proKLK7 act	compound	ADAM17 inh	ASAP1 inh	PLCg1 inh	ARFGAP1 inhibitor	PLCb3 inh	DDE Tn7 FP inh	MBD2 inh	Tn6 DDE FP	UHRF1 MBD2 ctr
0.3	CCOC(=O)C1=C(COC(=O)CCNS(=O)(=O)c2ccc(C)c(C)c2)NC(=O)NC1C (stereo not given)	4.7	-2.8	5.1	1.8	3.7	-2.4	-2.3	4.6	4.2
-0.3	CC(C)(C)c1cc(C(=O)Nc2ccc(F)cc2)n(Cc2ccc(F)cc2)n1	4.3	-3.0	2.6	4.8	-5.4	-0.9	12.3	-2.3	17.6
0.4	C=CCn1cccc(C(=O)Nc2ccc(F)cc2)c1=O	2.4	8.3	3.7	-12.7	-0.7	-1.7	3.2	10.6	0.9
0.3	COc1cccc(CNS(=O)(=O)c2ccc3c(c2)CC(C)N3C(=O)C2CC2)c1 (stereo not given)	-1.2	-0.3	1.6	-5.1	-5.6	-3.1	0.8	3.1	-5.0
-0.1	COC(=O)C1=C(C)N(C)C(=O)NC1c1ccc(O)c(Cl)c1 (stereo not given)	-2.3	-1.7	-11.6	8.9	-22.2	4.5	0.6	-2.0	0.9
0.8	CCOc1ccc(CNC(=O)c2ccc(Sc3ccc(Cl)cc3)c(NC(C)=O)c2)cc1	3.1	14.6	-1.7	6.2	-2.5	-5.9	-3.3	6.6	0.8
0.5	NS(=O)(=O)c1ccc(NC(=O)COC(=O)c2ncc(Cl)c(Cl)c2Cl)cc1	-0.9	-2.9	-3.3	6.5	-1.0	-0.1	-3.1	-2.1	0.0
-0.1	CCOc1ccc(CCNC(=O)CCc2nnc3ccc(N4CCCC4)nn23)cc1OCC	-4.1	9.6	0.6	12.4	-1.7	-2.0	2.9	-1.3	-2.3
-0.1	Cn1cccc1CC(=O)N/N=C/C=C/c1ccco1	-0.8	-2.8	-10.2	2.0	-7.9	-0.2	22.8*	2.4	52.7*
-0.3	O=C(CNC(=O)c1ccc(Br)o1)Nc1cccc(S(=O)(=O)N2CCOCC2)c1	-1.8	0.7	-5.4	10.9	-16.4	0.6	-4.8	-2.3	2.1
0.2	Cc1ccc(CSCC(=O)N(C)CC(=O)Nc2ccc(Cl)c(Cl)c2)cc1	-1.9	-9.3	6.2	17.0	-3.0	3.2	5.1	6.0	0.5
0.0	COc1ccc(NC(=O)O/N=C/c2ccccc2)cc1	0.1	2.1	1.1	1.6	-3.6	-1.3	-0.5	-2.4	-2.1
1.1	CCCCN(CC)CCNC(=O)c1ccc2c(Cl)c3c(nc2c1)CCC3	0.1	8.2	5.7	-8.2	-7.0	-1.6	-4.4	0.2	-2.5
-0.4	O=C(O)C1CCN(C(=O)c2scc3c2OCCO3)CC1	3.3	8.4	3.2	5.7	4.6	-2.3	5.2	-0.7	1.7
0.9	Cc1ccccc1CN1CCN(C(=O)c2cccc3ccccc23)CC1	1.0	-1.2	0.9	5.9	-4.4	-3.5	-4.9	7.6	-3.5
0.0	NS(=O)(=O)c1cc(C(=O)OCC(=O)NC2CC2)ccc1Cl	-1.0	0.0	1.1	-4.9	1.9	-0.4	-1.9	0.0	-0.1
-0.4	O=C(N/N=C/c1ccc(-c2cccc([N+](=O)[O-])c2)o1)c1cccs1	-2.2	-9.2	2.0	12.4	-4.9	-3.1	0.5	1.8	-2.9
-5.3	COC(=O)c1ccc(COC(=O)C23CC4CC(CC(O)(C4)C2)C3)o1	1.7	-7.6	4.0	7.2	-1.3	-3.5	0.1	4.8	-0.6
0.3	Cc1ccc2[nH]c(O)c(N=NC(=O)c3ccc(NS(=O)(=O)c4cccs4)cc3)c2c1	-1.4	28.9*	0.7	-2.0	-7.0	-2.4	-8.2	-5.8	-3.6
-0.6	COc1ccc(-c2coc3c(C(=O)NCC4CC4)cccc23)c(C)c1	0.8	-1.7	0.3	6.4	-6.3	-1.1	0.2	3.5	3.3
0.1	COC(=O)[C@]1(Sc2ccc(C)cc2)CC(=O)N[C@@H]1c1ccccc1	-4.5	-6.6	0.0	8.6	0.4	-0.2	-6.5	-7.5	-2.3
-0.4	Nc1ncnc2c1ncn2[C@H]1C[C@H](O)[C@@H](COP(=O)(O)O)O1	-3.3	-16.6	2.6	17.9	2.1	-5.5	0.3	7.5	-3.0
0.7	CC(C)NC(=S)N/N=C1\CCCCc2ccccc21	-2.0	-0.1	-0.2	5.0	0.6	-1.8	6.7	-2.2	2.7
0.3	CC(=O)c1ccc(OC(=O)/C=C/c2ccccc2)cc1	1.7	2.6	4.1	-2.0	-2.8	2.8	1.7	-2.7	-2.6
-0.3	Cc1ccc(NC(=O)CN2C(=O)NC(Cc3ccccc3)C2=O)cc1Cl (stereo not given)	-4.1	-5.7	0.5	-0.8	-8.5	2.0	-2.0	0.2	0.9

Looked up above:
O=C(N/N=C/c1ccc(-c2cccc([N+](=O)[O-])c2)o1)c1cccs1 in Tn6 DDE FP shows 1.8
Nc1ncnc2c1ncn2[C@H]1C[C@H](O)[C@@H](COP(=O)(O)O)O1 in ADAM17 inh shows -3.3
COC(=O)c1ccc(COC(=O)C23CC4CC(CC(O)(C4)C2)C3)o1 in UHRF1 MBD2 ctr shows -0.6
O=C(O)C1CCN(C(=O)c2scc3c2OCCO3)CC1 in UHRF1 MBD2 ctr shows 1.7
CCOc1ccc(CNC(=O)c2ccc(Sc3ccc(Cl)cc3)c(NC(C)=O)c2)cc1 in ARFGAP1 inhibitor shows 6.2

Additional entries:
proKLK7 act	compound	ADAM17 inh	ASAP1 inh	PLCg1 inh	ARFGAP1 inhibitor	PLCb3 inh	DDE Tn7 FP inh	MBD2 inh	Tn6 DDE FP	UHRF1 MBD2 ctr
-0.4	Nc1nc(Cl)c2ncn(C3OC(CO)C(O)C3O)c2n1 (stereo not given)	-3.2	-12.2	1.7	14.2	0.0	8.8	-0.4	-1.4	0.6
-0.1	COc1ccc(CNC(=O)C2(CC3CC(c4ccccc4)=NO3)CCN(C(=O)CCCCCBr)CC2)cc1 (stereo not given)	2.6	-1.6	4.0	2.9	5.6	1.5	2.0	-3.0	5.5
-0.4	COc1cccc(NC(=O)COC(=O)/C=C/c2ccco2)c1	-4.4	3.2	-9.8	-9.0	-31.3	4.5	5.7	-4.7	7.5
0.0	O=C(OCc1c(-c2ccccc2)ncc2ccccc12)c1ccc(C(F)(F)F)cc1	-6.0	2.2	-0.6	7.6	-0.7	-6.7	1.2	-5.1	-1.6
1.1	CC(=O)C1(C(=O)Nc2nccs2)CC(c2ccccc2C(F)(F)F)=NO1 (stereo not given)	-1.8	x	-4.2	x	-1.6	8.2	-2.3	-6.4	-0.6
0.5	O=C(CCc1ccccc1)NNC(=O)COc1ccccc1Cl	0.8	-0.2	1.4	-3.8	-4.2	-1.2	0.2	-3.6	0.4
0.4	CN(C)CCCNS(=O)(=O)c1ccc(Oc2ncc(C(F)(F)F)cc2Cl)cc1	-7.4	5.4	-0.2	4.3	0.2	3.5	2.8	1.0	1.6
-0.1	CCOC(=O)C1=C(COC(=O)c2ccc(OC(C)C)cc2)NC(=O)NC1C (stereo not given)	0.2	-15.8	-1.9	3.3	-2.2	1.4	0.8	-13.2	-1.6
-1.6	CC1=C(C(=O)Nc2nc3ccccc3s2)C(c2ccco2)C(C#N)=C(SCC(=O)NC2CCCCC2)N1 (stereo not given)	5.9	-0.1	-32.9	-2.8	-46.1	0.8	-0.2	3.5	4.5
-0.7	CCOc1ccc(CN2CCNC(=O)C2CC(=O)NCCc2cnccn2)cc1 (stereo not given)	1.2	8.2	-4.0	4.8	-14.1	-0.9	6.8	-11.5	4.5
0.5	O=S1(=O)CCC(NC(=S)SCCOc2ccccc2)C1 (stereo not given)	0.7	5.4	3.7	2.2	0.5	3.1	-2.0	-6.7	-3.6
0.0	CCC(=O)N1c2ccc(S(=O)(=O)NC3CCCCC3)cc2CC1C (stereo not given)	1.8	-13.0	3.4	-13.1	-1.8	0.0	-1.1	-6.7	-0.2
0.1	Cc1ccc(C)c(C2C(C#N)=C(N)Oc3cc(C)oc(=O)c32)c1 (stereo not given)	-3.2	-5.1	-0.5	-6.7	-1.7	1.2	3.1	-2.5	-3.6
0.2	COc1ccccc1N(C)S(=O)(=O)c1ccc(C(=O)N(C)Cc2ccc(Cl)s2)cc1	-0.4	4.6	-0.7	2.3	-6.5	-0.6	5.7	4.6	1.0
0.6	CCOc1ccc(NC(=O)COC(=O)c2ccc3c(c2)C(=O)N(CCc2ccccc2)C3=O)cc1	1.5	-13.4	4.8	-1.2	2.2	-1.5	0.9	-4.2	-3.5
-19.0	CCOC(=O)c1[nH]c2ccccc2c1NC(=O)c1ccc(S(=O)(=O)N2CCCCC2)cc1	-5.0	13.7	-29.2	6.3	-17.1	0.0	3.1	-1.4	3.1
1.6	Cc1nc2c(C(=O)N3CCCCC3)cnn2c(C)c1Cc1ccccc1F	-68.2	-16.8	-166.2	-3.3	-222.9	-1.9	-1.5	-0.7	-0.8
0.2	O=S1(=O)N[C@@H](Cc2ccccc2)COc2cc(NCCCN3CCOCC3)ccc21	-1.1	-0.9	0.0	2.3	1.6	-6.4	3.3	-12.4	14.2
0.6	COc1cccc(C(=O)N2CCN(S(=O)(=O)Cc3ccccc3)CC2)c1	-0.9	2.7	2.2	8.0	3.1	3.9	-0.3	-4.3	-0.9
0.0	CC(=O)Nc1cc(-c2ccc(Cl)cc2)nn1-c1ccccc1	1.5	6.7	-1.6	0.6	0.4	-4.5	-7.0	8.5	-0.6
0.1	COc1ccc(NC(=O)N2CCCC(CCC(=O)N(C)CCc3ccccn3)C2)cc1 (stereo not given)	-0.2	6.9	0.6	-0.8	1.7	6.3	4.4	3.5	1.8
-0.2	Cc1ccccc1Oc1ncnc2sccc12	-3.5	3.6	-1.9	12.5	2.7	5.5	0.3	4.0	4.4
0.0	COc1ccc(OC)c(NC(=O)CN2C(=O)C(C)N(c3ccc(C)cc3)C2=O)c1 (stereo not given)	-2.3	6.2	5.4	-1.1	-3.9	4.7	-0.2	5.5	0.8
-1.0	Cc1ccc2c(c1)c1c(n2CC(O)Cn2nc(C)c(Br)c2C)C(=O)CCC1 (stereo not given)	-3.0	-2.7	-11.3	-21.6	-12.7	1.6	-9.3	6.2	1.2
-0.1	O=C(COC(=O)c1ccc(O)cc1)Nc1cc(C(F)(F)F)ccc1Cl	2.6	-8.2	2.4	-2.8	-1.3	-9.6	-4.0	-6.5	-2.4
0.1	O=C(COC(=O)C1COc2ccccc2O1)Nc1cccc(F)c1 (stereo not given)	-4.4	3.9	-2.0	-12.0	-4.4	7.5	4.3	9.3	-1.2
0.3	CC(=O)N1c2ccc(C)cc2C(c2ccccc2)CC1C (stereo not given)	-3.9	10.2	-0.2	-1.4	-9.7	3.0	-3.3	-6.6	-2.4

2 compounds drawn at random from the list so far:
proKLK7 act	compound	ADAM17 inh	ASAP1 inh	PLCg1 inh	ARFGAP1 inhibitor	PLCb3 inh	DDE Tn7 FP inh	MBD2 inh	Tn6 DDE FP	UHRF1 MBD2 ctr
0.2	COc1ccccc1N(C)S(=O)(=O)c1ccc(C(=O)N(C)Cc2ccc(Cl)s2)cc1	-0.4	4.6	-0.7	2.3	-6.5	-0.6	5.7	4.6	1.0
0.0	COc1ccc(OC)c(NC(=O)CN2C(=O)C(C)N(c3ccc(C)cc3)C2=O)c1 (stereo not given)	-2.3	6.2	5.4	-1.1	-3.9	4.7	-0.2	5.5	0.8
